RSV CPE inhibition – inhibition of RSV-induced cytopathic effect – HEp-2 cells, primary 10 µM value included (AID 2391); HEp-2 cells, RSV-induced CPE inhibition; higher % means a stronger effect; CPE inhibition, % at 10 µM, or IC50 in µM where a hit was titrated; 310,000 compounds, 0.13% hits; in the data active means a potency from the dose series; inconclusive means CPE inhibition mostly from about 23% at the one dose, without a potency; inactive means the rest, 99 in 100 with CPE inhibition below about 21%; further: strong numbers were not always called active
Myeloid diff MLP – myeloid differentiation induction; calls only at 10 µM; 360,000 compounds, 1% hits; ER-HoxA9 myeloid progenitors, lysozyme-GFP differentiation, flow cytometry; AID 624256;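 active means normalized GFP-positive differentiation at or above the plate's own cutoff, the solvent-only control mean plus 3 SD; inconclusive means no clear call, values can overlap the other calls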;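 further: cells exposed to compound for four days before flow analysis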
Myeloid diff MLP GFP+ MAC1+ % – also measured in Myeloid diff MLP; calls as there; GFP+ MAC1+ double positive, %; measured here: differentiation confirmed by MAC1 staining
* = called active by the depositor; i = inactive; ? = inconclusive; . = not tested or not shown. An excerpt. The share of hits here may be higher or lower than overall.

Every second line gives: RSV CPE inhibition	Myeloid diff MLP	Myeloid diff MLP GFP+ MAC1+ %
1) CCN(CC(=O)Nc1ccc(NC(C)=O)cc1)C(=O)c1cc2c(s1)CCCCC2
    2.0%	i	0.6
2) COc1ccc(C(C)(C)C)cc1NC(=O)COC(=O)c1nc2nccc(C)n2n1
    0.8%	i	0.5
3) O=C(Nc1nc(-c2ccccn2)cs1)c1cccc(S(=O)(=O)N2CCOCC2)c1
    0.8%	i	1.2
4) O=C(COC(=O)COc1ccc(Br)cc1)Nc1ccc2c(c1)OCCO2
    1.1%	i	0.8
5) Cn1cncc1C#Cc1c(C=O)[nH]c2ccccc12
    4.9%	i	0.7
6) CCc1ccccc1NC(=O)CNC(=O)CSC(=S)N1CCCC1
    1.8%	i	1.5
7) N#Cc1ccccc1Sc1ccccc1C(=O)NCC(c1ccco1)N1CCCCC1 (stereo not given)
    0.6%	i	0.2
8) Cc1ccc(S(=O)(=O)NCC(=O)NCC2COc3ccccc3O2)cc1C (stereo not given)
    0.1%	i	0.5
9) COCCNc1nnc(SCC(=O)NC2CCCCC2)s1
    1.6%	i	0.4
10) COc1cccc(CNC(=O)COC(=O)c2cccc(S(=O)(=O)N3CCN(C(C)=O)CC3)c2)c1
    0.1%	i	0.3
11) COc1ccccc1NC(=O)COC(=O)c1cc(C)nc2ccccc12
    1.4%	i	0.7
12) CCCN(C(=O)COC(=O)CSc1ccc([N+](=O)[O-])cc1)C1CCS(=O)(=O)C1 (stereo not given)
    2.8%	i	1.6
13) CSc1nccc(Oc2ccccc2Cl)n1
    0.3%	i	0.5
14) C(=C\n1nnc2ccccc21)/c1ccccn1
    1.2%	i	2.6
15) O=C(Nc1ccccc1F)c1cc(-c2ccco2)nc2ccccc12
    0.0%	i	0.5
16) Cc1nc2nc(-c3ccccc3)nn2c(C)c1C
    51%	i	0.1
17) CCC(C)(C)C1CCC2(CC1)NC(=O)N(CC(=O)NCCCc1ccccc1)C2=O (stereo not given)
    1.4%	i	0.1
18) CC1CCC2(CC1)NC(=O)N(CC(=O)N1CCN(S(=O)(=O)c3ccc4c(c3)CCC4)CC1)C2=O (stereo not given)
    0.4%	i	0.6
19) O=C(CN1CCN(c2ccc(F)cc2)CC1)N(C1CCCC1)C1CCS(=O)(=O)C1 (stereo not given)
    0.7%	i	0.6
20) COC(=O)C(OC(=O)c1ccccc1)C(C)Br (stereo not given)
    0.2%	i	0.6
21) CCc1ccc(OCC(=O)OC(C)C(=O)Nc2ccc(Cl)cn2)cc1 (stereo not given)
    2.2%	i	0.8
22) CC(C)(C)OC(=O)NCCCCCNC(=O)c1[nH]cnc1C(=O)Nc1nccs1
    -0.7%	i	1.2
23) Cc1ccccc1C(=O)Nc1cc(C(F)(F)F)ccc1-n1cncn1
    0.4%	i	0.9
24) CN(CC(=O)Nc1ccccc1C(=O)NC1CC1)Cc1ccc(Cl)cc1
    0.5%	i	1.4
25) O=C(CNC(=O)c1ccc(OC(F)F)cc1)NCC1(N2CCOCC2)CCCCC1
    1.3%	i	1.0
26) CC(=O)Nc1ccc(SCCN2CC[C@@H](C)CCC2=O)cc1
    0.9%	i	2.4
27) COc1cc(/C=C/C(=O)O)ccc1OS(=O)(=O)c1c(C)c(C)cc(C)c1C
    13%	i	0.7
28) CCn1c(SC(C)C(=O)Nc2ccc3c(c2)OCCO3)nnc1C1CC1 (stereo not given)
    0.3%	i	0.6
29) COc1ccc(OCCCCc2c(C)n[nH]c2C)cc1
    4.9%	i	0.4
30) COc1ccc(CNC(=O)C2(CC3CC(c4ccccc4)=NO3)CCN(C(=O)Cc3ccc(F)cc3)CC2)cc1 (stereo not given)
    0.4%	i	1.7

Part of the list above in a different format:
(7) N#Cc1ccccc1Sc1ccccc1C(=O)NCC(c1ccco1)N1CCCCC1 (stereo not given)
(8) Cc1ccc(S(=O)(=O)NCC(=O)NCC2COc3ccccc3O2)cc1C (stereo not given)
(9) COCCNc1nnc(SCC(=O)NC2CCCCC2)s1
(10) COc1cccc(CNC(=O)COC(=O)c2cccc(S(=O)(=O)N3CCN(C(C)=O)CC3)c2)c1
screen / no.	7	8	9	10
RSV CPE inhibition	0.6%	0.1%	1.6%	0.1%
Myeloid diff MLP	i	i	i	i
Myeloid diff MLP GFP+ MAC1+ %	0.2	0.5	0.4	0.3

Part of the list above in order of molecular weight, low to high:
Every second line gives: RSV CPE inhibition	Myeloid diff MLP	Myeloid diff MLP GFP+ MAC1+ %
26) CC(=O)Nc1ccc(SCCN2CC[C@@H](C)CCC2=O)cc1
    0.9%	i	2.4
15) O=C(Nc1ccccc1F)c1cc(-c2ccco2)nc2ccccc12
    0.0%	i	0.5
23) Cc1ccccc1C(=O)Nc1cc(C(F)(F)F)ccc1-n1cncn1
    0.4%	i	0.9
12) CCCN(C(=O)COC(=O)CSc1ccc([N+](=O)[O-])cc1)C1CCS(=O)(=O)C1 (stereo not given)
    2.8%	i	1.6

Later entries.
Every second line gives: RSV CPE inhibition	Myeloid diff MLP	Myeloid diff MLP GFP+ MAC1+ %
31) O=C(COC(=O)c1cccc(O)c1)Nc1ccc(S(=O)(=O)N2CCOCC2)cc1
    -0.1%	i	0.7
32) C/C(=N\Nc1ccc(S(=O)(=O)N2CCCCC2)cn1)c1ccc(O)cc1
    3.1%	i	0.5
33) COC(=O)c1ccccc1S(=O)(=O)N1CCC(C(=O)NC2CCCCC2C)CC1 (stereo not given)
    1.7%	i	0.5
34) COc1cc(NC(=O)CN2C(=O)c3ccccc3S2(=O)=O)cc(OC)c1
    0.7%	i	1.0
35) COc1ccc(C(=O)NCC(=O)OCC(=O)Nc2ncc(Cl)cc2Cl)cc1[N+](=O)[O-]
    1.2%	i	0.9
36) O=C(Nc1cc([N+](=O)[O-])ccc1O)NC1CCS(=O)(=O)C1 (stereo not given)
    2.0%	i	0.6
37) Nc1ccc(-n2nc3ccccc3n2)cc1
    0.6%	i	0.7
38) Cc1nn(-c2ccccc2)nc1C(=O)OCC(=O)N1CCC(C)CC1
    1.3%	i	1.2
39) CCN1/C(=c2/s/c(=C3/C(=O)N(c4ccccc4)N=C3C)n(CC)c2=O)C=Cc2ccccc21
    0.3%	i	0.8
40) O=C(O)c1cc(S(=O)(=O)N2CCCCC2)ccc1N1CCCCC1
    1.0%	i	0.2
41) COC(=O)C1SCCN1S(=O)(=O)c1ccc(Cl)cc1 (stereo not given)
    0.0%	i	0.6
42) CC1(C)O[C@@H]2[C@H](O1)[C@@H](COS(=O)(=O)O)O[C@H]2n1cnc2c(=O)[nH]cnc21
    1.6%	i	1.3
43) CC1(C)CC(NC(=O)C2CCN(S(=O)(=O)c3cccc(C(F)(F)F)c3)CC2)CC(C)(C)N1
    -0.1%	i	0.7
44) COc1ccc(-c2coc3cc(O)c(OC)cc3c2=O)cc1
    2.5%	i	1.4
45) COc1ccc(C2C(Oc3ccccc3)C(=O)N2c2ccc(C)c(C)c2)cc1OC (stereo not given)
    6.7%	i	0.5
46) CN(CC(=O)Nc1ccc(F)cc1)C(=O)Cn1c(=O)oc2ccccc21
    1.1%	i	0.6
47) C=CCn1c(SCC(=O)Nc2cccc(S(N)(=O)=O)c2)nnc1C1CCCCC1
    0.5%	i	0.9
48) CC(C)CN(C(=O)CCNC(=O)c1ccc(Cl)cc1)c1c(N)n(CC(C)C)c(=O)[nH]c1=O
    1.3%	i	3.1
49) CCOC(=O)[C@H]1[C@H]2COc3ccc(C)cc3[C@@H]2N2C(=O)c3cc(F)c(F)cc3NC(=O)[C@@]12C
    0.8%	i	1.3
50) CC1CCCN(CC(O)COc2ccc(S(=O)(=O)N3CCCC3)cc2[N+](=O)[O-])C1 (stereo not given)
    -0.6%	i	0.8
51) Cn1ccc(NS(=O)(=O)c2cc(Br)ccc2Br)n1
    -0.3%	i	0.6
52) C=CCn1c(SCC(=O)c2ccc(O)c(O)c2)nnc1-c1cccc(OC)c1
    0.1%	i	1.2
53) COc1ccccc1NS(=O)(=O)c1ccc(C)c(C(=O)NCC2(N(C)C)CCCCC2)c1
    -1.0%	i	0.5
54) Cc1cccc(NC(=O)CSCC(=O)N2CCN(c3cccc(C(F)(F)F)c3)CC2)c1
    1.4%	i	0.1
55) O=C1c2cccc3cccc(c23)C(=O)N1CCCn1ccnc1
    0.0%	i	0.6
56) CCn1c(SCC(=O)Nc2ccc3[nH]c(=O)[nH]c3c2)nc2ccccc21
    0.9%	i	1.1
57) O=C(Cn1cc(C(F)(F)F)cc(Cl)c1=O)NC1CCS(=O)(=O)C1 (stereo not given)
    -0.2%	i	0.4
58) CC1CCN(C(=O)c2[nH]cnc2C(=O)N2CCN(C(=O)OC(C)(C)C)CC2)CC1
    0.0%	i	1.2
59) Cc1cc(Nc2ccccc2Cl)c2ccccc2n1
    ?	i	0.4
60) CCOC(=O)C1CCCN(C(=O)c2cc(S(=O)(=O)N3CCCCCC3)ccc2OC)C1 (stereo not given)
    4.3%	i	1.7
61) CC(=O)c1ccc(S(=O)(=O)NCCC(=O)OCC(=O)N(Cc2ccccc2)C(C)(C)C)cc1
    -0.5%	i	1.2
62) CCOC(=O)C1CCN(C(=O)COC(=O)c2ccc([N+](=O)[O-])o2)CC1
    1.0%	i	0.7
63) COc1ccc(-c2c(-c3cc(OC)cc(OC)c3)n(C)c3ccc(-c4ccc(OC)nc4)cc23)cc1
    -0.4%	i	0.8
64) Cc1sc2nc(CSC(C)C(=O)Nc3ccc(Cl)cn3)[nH]c(=O)c2c1C (stereo not given)
    1.4%	i	1.5
65) CCC(=O)c1ccc(OCC(=O)OCC(=O)Nc2cccc(S(=O)(=O)N3CCCC3)c2)cc1
    1.1%	i	0.4
66) COc1cc2c(-c3ccc4cc[nH]c4c3)c(-c3ccc(C#N)cc3)oc(=O)c2cc1OC
    -1.2%	?	.
67) Clc1ccc(Nc2nc(-c3ccncc3)cs2)cc1
    8.1%	i	0.5
68) COc1ccc(C(=O)c2c3ccc(OC)cc3[n+]([O-])n2Cc2ccc(C(N)=O)cc2)cc1
    0.1%	i	2.8
69) Cc1ccccc1-c1cc(C(=O)NCc2ccco2)n(CC2CC(c3cccnc3)=NO2)n1 (stereo not given)
    -0.2%	i	0.5
70) COc1ccc(/C=N/NC(=O)CNS(=O)(=O)c2ccccc2)cc1
    -0.4%	i	0.8
71) COc1nc(-c2ccccc2)c2cc(Br)ccc2n1
    2.4%	i	0.3
72) Cc1c(C(=O)NCc2ccco2)oc2c(F)cccc12
    0.4%	i	0.9
73) O=C(NCCCN1CCCC1=O)c1ccc(Cl)c(S(=O)(=O)N2CCCCC2)c1
    0.8%	i	0.5
74) CC1(C)Cc2c(cnn2-c2ccccc2)C(=O)/C1=N\NC(=O)c1ccncc1
    0.4%	i	1.0
75) Cn1nc(C(=O)Nc2cc(Cl)ccc2N2CCCC2)c2ccccc2c1=O
    7.3%	i	1.3
76) Cc1ccc(Cn2c(C(C)Nc3nc(-c4ccc(F)cc4)cs3)nc3cc(Cl)c(Cl)cc32)cc1 (stereo not given)
    43%	i	2.0
77) Cc1ccc(S(=O)(=O)N2CCCCC2)cc1NC(=O)c1ccc(Cl)nc1
    0.3%	i	1.2
78) CCOc1ccc(NC(=O)CN2CCN(c3ccccc3C)CC2)cc1S(=O)(=O)N1CCCC1
    6.3%	i	0.8
79) COc1cccc(CNC(=O)CN2C(=O)NC(Cc3ccccc3)(c3ccccc3)C2=O)c1 (stereo not given)
    0.5%	i	0.9
80) CCOC(=O)[C@H]1[C@H]2COc3ccc(Cl)cc3[C@@H]2N2C(=O)CN(Cc3ccc(Cl)cc3)C(=O)[C@@]12C
    -0.3%	i	1.9
81) CCC1(CC)NC(=O)N(CC(=O)N2CCN(c3ccccc3F)CC2)C1=O
    1.2%	i	0.5
82) CC(C)(C)OC(=O)N[C@@H](C(=O)OC(C)(C)C)c1ccc(Br)cc1
    0.8%	i	2.1
83) COc1ccccc1-c1nnc(-c2ccc(F)cc2)o1
    7.8%	i	0.2
84) COc1ccc(CCC(=O)Nc2cc(S(=O)(=O)N3CCCCC3)ccc2N(C)C)cc1
    0.9%	i	0.6
85) Nc1c(Cl)cc(C2=NCCn3c2c2ccc(C(F)(F)F)cc2[n+]3[O-])cc1Cl
    3.1%	i	1.2
86) O=C(c1ccc(Cl)c(S(=O)(=O)NCc2cccnc2)c1)N1CCCC1
    -0.3%	i	0.1
87) CC1CCN(CCC(=O)Nc2ccc(Br)cc2)CC1
    -2.0%	i	1.4
88) CC1Cc2ccccc2N1C(=O)COC(=O)/C=C/c1ccc(F)cc1 (stereo not given)
    2.5%	i	1.2
89) Cc1cn([C@H](C(=O)NCCCCCCCCCCC(=O)N2CCN(C(=O)OC(C)(C)C)CC2)[C@@H](C)O)nn1
    0.0%	i	2.2
90) C1=C(c2ccccc2)Nc2ncnn2C1c1ccccc1 (stereo not given)
    1.1%	i	1.3

New compounds follow:
Every second line gives: RSV CPE inhibition	Myeloid diff MLP	Myeloid diff MLP GFP+ MAC1+ %
91) CCOC(=O)c1c(C)[nH]c(C)c1C(=O)COC(=O)/C=C/c1ccco1
    0.7%	i	0.5
92) COc1ccccc1C(C)NC(=O)CN(C)CC(=O)Nc1c(C)cccc1C (stereo not given)
    0.5%	i	0.9
93) Cc1cccc(NC(=O)CNC(=O)Cc2ccc(S(=O)(=O)N3CCOCC3)s2)c1C
    1.0%	i	1.7
94) CN1C(=O)N(CC(=O)N2CCN(S(=O)(=O)c3ccc(Cl)s3)CC2)C(=O)C12CCCCC2
    0.2%	i	1.3
95) CCOc1ccccc1OCCCC(=O)Nc1ccc(Cl)c(S(=O)(=O)N2CCOCC2)c1
    0.5%	i	0.7
96) O=C(COC(=O)c1ccc(S(=O)(=O)N2CCCC2)cc1)Nc1cccc(Cl)c1
    0.3%	i	0.3
97) Cc1ccc(NC(=O)CN(C)C(=O)/C=C/c2ccc3c(c2)OCO3)cc1
    1.3%	i	1.0
98) CNC(=O)c1cccc(NC(=O)c2cc(-c3ccccc3)nc3c2cnn3C(C)C)c1
    -0.8%	i	0.8

Screening data (PubChem)
